NSD2 inh = blocks human histone methyltransferase NSD2; NSD2 peptide methylation, AlphaScreen, 120 min; 310,000 tested, 0.54% active; inhibition, % at 12.5 µM; in the data active = inhibition above about 50%
SR-BI DiI-HDL act = activators of SR-BI mediated HDL lipid uptake | activation, % at 12.5 µM | 320,000 tested, 0.096% active | CHO ldlA[mSR-BI] cells, DiI-HDL uptake fluorescence, 3 h; 100 = double the neutral-control signal;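 active = mean replicate activation of at least 60% and every replicate at or above 60%; inconclusive = mean or all-replicate condition met, but not both; inactive = mean below 60% and not all replicates reaching 60%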;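 also: 0% = median plate neutral-control signal and 100% = twice that signal; values of inactives mirror those of a sister screen read the other way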
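Material: SR-BI-overexpressing, LDLR-lacking CHO cells; schedule: compound exposure 3 h, 37 °C; reagent: DiI-labelled HDL at 10 µg/mL final; technique: bottom-read fluorescence, 550/595 nm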
PvdQ inh = P. aeruginosa PvdQ acylase inhibition | purified PvdQ acylase, fluorescence plate reader | 340,000 tested, 0.063% active | inhibition, % at 10 µM | AID 488965; in the data active = inhibition above about 30%, passing the limit was not always enough; inconclusive = no clear call, values can overlap the other calls;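 also: 0% = vehicle neutral wells and 100% = reference inhibitor wells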
SR-BI HDL uptake = blocks mouse SR-BI lipid uptake from DiI-HDL; Q61009; ldlA[mSR-BI] CHO cells, DiI-HDL uptake fluorescence, 3 h; inhibition, % at 12.5 µM; 320,000 tested, 0.96% active;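 active = mean replicate inhibition of at least 70% and a set share of replicates each scoring 70 or more; inconclusive = meets just one of the two criteria; inactive = fails both criteria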;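 also: 0% = median of neutral control wells and 100% = median of positive control wells; values of inactives mirror those of a sister screen read the other way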
MITF TRPM1 HTS = increases MITF-driven TRPM1 promoter luciferase signal. SK-MEL-5 TRPM1-promoter luciferase, 24 h; % of positive control, neutral wells = 0. activation, % at 12.5 µM. 300,000 tested, 0.75% active. AID 588334;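 active = mean activation of at least 80% with every replicate also reaching 80%; inconclusive = mean reaches 80% but some replicate falls short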;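 also: 0% = neutral control wells and 100% = parthenolide positive control wells; values of inactives mirror those of a sister screen read the other way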
CAL PDZ FP-1 = blocks peptide binding to the human CAL PDZ domain; purified CAL PDZ, TMR-peptide fluorescence polarization, 1 h; inhibition, % at 24.9 µM; 300,000 tested, 0.92% active; AID 602252;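 active = mean inhibition of at least 30% with at least half of replicates also reaching 30%; inconclusive = no clear call, values can overlap the other calls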;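 also: 0% = DMSO neutral control and 100% = excess unlabeled competitor peptide PRC23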
CAL PDZ FP-2 = human CAL PDZ-peptide interaction inhibition; purified CAL PDZ, TMR-peptide fluorescence polarization, 1 h; Q9HD26; AID 504414; 330,000 tested, 0.02% active; inhibition, % at 20 µM;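 active = highest replicate inhibition of at least 40%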;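 also: plate controls were DMSO neutral control wells for no effect and unlabeled competitor peptide control wells for full effect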
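Assay system – tagged CAL PDZ protein CerCALP, purified · Timing – 1 h at RT · Compound – single point, 20 µM · Measured by – fluorescence polarization from S- and P-plane intensities, G-factor corrected · Evaluation – inhibition from polarization loss · Probe or stimulus – TMR reporter peptide T*-PRC34 · Buffer or medium – pH 7.4 phosphate-saline buffer, reducing agent, detergent, IgG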
dFosB activator = mouse delta FosB homodimer activation; 340,000 tested, 0.99% active; P13346; purified delta FosB, TAMRA-CDK5 oligo fluorescence polarization; percent of positive-control signal above neutral wells; AID 493131; activation, % at 25 µM;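 active = mean activation above about 17%, with every replicate also reaching it, limit read from the data, passing the limit was not always enough; inconclusive = only one of the two conditions met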;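 also: fluorescence polarization rise as delta FosB binds a TAMRA Cdk5 AP-1 oligo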
Target sequence (P13346 whole entry, looked up): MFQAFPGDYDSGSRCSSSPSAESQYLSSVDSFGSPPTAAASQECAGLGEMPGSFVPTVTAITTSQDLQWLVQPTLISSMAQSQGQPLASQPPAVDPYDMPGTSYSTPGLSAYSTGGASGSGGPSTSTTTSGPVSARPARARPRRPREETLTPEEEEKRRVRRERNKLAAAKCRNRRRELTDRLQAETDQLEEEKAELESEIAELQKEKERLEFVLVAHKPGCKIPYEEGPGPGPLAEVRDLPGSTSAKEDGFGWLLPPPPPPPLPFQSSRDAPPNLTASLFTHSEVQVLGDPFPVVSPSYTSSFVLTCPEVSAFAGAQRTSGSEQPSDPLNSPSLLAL
Rtt109 HAT inh = inhibitors of Candida albicans Rtt109/Vps75 histone acetyltransferase | inhibition, % at 34.9 µM | Q5AAJ8 | 330,000 tested, 0.16% active | AID 540336 | purified Rtt109/Vps75, ThioGlo CoA-SH fluorescence, 4 h;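 active = inhibition of at least 50% in every replicate; inconclusive = best replicate reaches 50% inhibition but some replicates fall short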
Target sequence (Q5AAJ8 whole entry, looked up): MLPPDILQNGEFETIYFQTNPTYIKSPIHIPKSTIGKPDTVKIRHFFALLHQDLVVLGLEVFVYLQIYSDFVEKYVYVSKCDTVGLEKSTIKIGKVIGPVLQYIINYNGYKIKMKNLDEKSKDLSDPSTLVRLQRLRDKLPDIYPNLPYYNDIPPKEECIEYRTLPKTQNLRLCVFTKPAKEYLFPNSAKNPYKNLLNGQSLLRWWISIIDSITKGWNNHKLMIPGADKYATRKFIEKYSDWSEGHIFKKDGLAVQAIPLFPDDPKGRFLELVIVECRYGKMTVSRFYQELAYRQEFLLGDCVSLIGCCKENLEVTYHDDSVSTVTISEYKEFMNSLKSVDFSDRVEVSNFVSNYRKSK
PfHsp90 yeast 2 = reduces growth (ATP signal) of yeast expressing P. falciparum Hsp90; inhibition, % at 9.4 µM; S. cerevisiae expressing PfHsp90, BacTiter-Glo ATP, 48 h; yeast lacking PDR1 and PDR3 efflux regulators; 310,000 tested, 0.32% active;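 active = every replicate shows inhibition above about 80%, whatever the replicate mean, limit read from the data; inconclusive = mean inhibition reaches the set limit but some replicate falls short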;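 also: 0% = DMSO neutral controls and 100% = 20 µM radicicol positive controls; yeast relying on Plasmodium falciparum Hsp90 in place of its own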
An asterisk follows results filed as active; ? = inconclusive; / = not tested or not shown.

Structure	NSD2 inh	SR-BI DiI-HDL act	PvdQ inh	SR-BI HDL uptake	MITF TRPM1 HTS	CAL PDZ FP-1	CAL PDZ FP-2	dFosB activator	Rtt109 HAT inh	PfHsp90 yeast 2
N#CC1=C(N)NC(SCC(=O)Nc2ccc(Br)cc2)=C(C#N)C12CCCCC2	-3	-31	-6	31	3	-5	-2.0	-8	1	5
Cc1ccc(N=C(N)N=C(N)N)cc1	-3	6	-12	-6	/	/	-1.0	-1	11	11
COc1ccc(C2=NN(C(C)=O)C(c3ccccc3)C2)cc1 (stereo unspecified)	12	-9	5	9	54	-1	/	0	-3	23
COC(=O)c1ccccc1NC(=O)CCCN1C(=O)C(c2ccccc2)Oc2cccnc21 (stereo unspecified)	0	12	-13	-12	-2	/	-4.3	-10	-8	-10
OC(CN1CCOCC1)C12CC3CC(CC(C3)C1)C2 (stereo unspecified)	-4	4	-6	-4	-2	1	0.1	-1	-8	2
CCN1CCN(CCOc2ccc(Br)cc2C)CC1	10	19	-8	-19	4	/	-0.5	-7	0	16
Cc1ccc(S(=O)(=O)NCCC2(C(C)C)CCOC(C)(C)C2)cc1 (stereo unspecified)	-3	15	-3	-15	12	-1	0.5	2	11	-1
CCOc1cc(C(=O)Nc2cc(F)ccc2C)ccc1OCC(=O)N1CCOCC1	0	-56	-18	56	-2	0	0.3	-9	-1	20
CC(C)(C)C(=O)Nc1cccc(S(=O)(=O)NC2=NCCC2)c1	2	15	3	-15	-2	0	-2.2	2	-1	/
CCCC(=O)Nc1ccc(-c2csc(NNC(C)=O)n2)cc1	0	-3	9	3	-9	1	-0.1	-12	10	0
CC(C)C(C(=O)Nc1ccc2c(c1)OCCO2)N1C(=O)c2ccccc2C1=O (stereo unspecified)	2	-15	-3	15	/	-2	-3.2	-1	15	9
CCCSc1nc(N2CCOCC2)c2c(c1C#N)CC(C)(C)SC2	-1	-41	-7	41	0	6	/	-5	-5	54
O=S(=O)(NC1CC1)c1ccc(F)c(F)c1	-2	0	-10	0	6	-3	-2.7	-2	2	5
CCCNC(=S)Nc1ccccc1	-1	1	-8	-1	1	-1	-0.8	8	2	6
CCN1CCN(S(=O)(=O)c2ccc(C(C)(C)C)cc2)CC1	3	/	-14	/	-8	-5	3.6	-3	-7	6
O=C(c1cnccn1)N(Cc1cccs1)C1(C(=O)NC2CCCCC2)CCCCC1	-2	0	-5	0	2	-3	-0.4	-2	4	21
O=C(CSc1nc2nccnc2c(=O)n1Cc1cccs1)Nc1ccccc1	-2	8	-19	-8	-1	-1	-5.0	-5	3	-7
OCCCN=C1CCCc2c1[nH]c1ccc(Cl)cc21	1	13	-4	-13	-43	-9	-0.2	-5	-3	-28
O=C(CSc1nc2ccccc2c(=O)n1-c1ccccc1)c1cccc([N+](=O)[O-])c1	0	/	-7	/	8	-4	-1.1	-6	-4	-22
O=C(O)CCNc1ccc(NCCC(=O)O)c2c1C(=O)c1ccccc1C2=O	56*	13	9	-13	-24	4	-3.5	-26	17	14
O=C(Nc1cc(Br)ccc1O)C1CC(c2ccccc2Cl)=NO1 (stereo unspecified)	-1	-1	-28	1	/	-3	0.3	-13	6	-16
Cc1cc(NC(=O)c2ccccc2-c2ccccc2)ccc1Br	2	-25	-17	25	-9	-3	-0.5	-3	4	20
O=C(Nc1cc(C(F)(F)F)ccc1N1CCOCC1)c1cnccn1	1	-50	1	50	-5	-2	-2.3	-12	36	2
Cc1c(Cl)cccc1NC(=O)NC1CCCCC1	-2	-42	-4	42	/	-2	-1.7	8	-12	/
COCCn1c(SCC(=O)Nc2sc(C)c(C)c2C#N)nnc1C(C)C	-1	-14	-1	14	1	-2	-1.3	-6	7	-3
Cc1ccc(NC(=O)c2ccc(NS(=O)(=O)c3ccc4[nH]c(=O)[nH]c4c3)cc2)nc1	-2	7	6	-7	4	-3	0.7	-11	0	/
CCOC(=O)C1CCN(C(=O)CC2C(=O)N(Cc3ccccc3)C(C)c3nc4ccccc4n32)CC1 (stereo unspecified)	6	32	3	-32	-1	/	0.1	-3	13	-10
CCCOc1ccc(CCc2n[nH]c(=S)n2Cc2ccccc2)cc1	13	12	-12	-12	/	-6	-0.8	1	9	/
Cc1ccc(-c2csc3nc(SCC(N)=O)n(Cc4ccccc4)c(=O)c23)cc1	1	/	2	/	1	3	-1.5	?	3	-5
COc1ccc(S(=O)(=O)N(C)C[C@H]2Oc3ccc(NC(=O)Nc4c(C)noc4C)cc3C(=O)N([C@H](C)CO)C[C@@H]2C)cc1	/	24	-11	-24	8	0	-2.4	-3	2	9
COC(=O)CCCC(=O)Nc1ccc(Br)cc1	-3	2	2	-2	21	-1	-0.1	-3	11	4
COC(=O)C1=C(C)N(Cc2ccc(OC)cc2)C(=O)/C1=C\c1ccco1	6	-18	-2	18	/	4	-1.8	-8	-8	2
C=CCOc1ccc(CNc2ccc3[nH]c(=O)[nH]c3c2)cc1OC	/	4	-15	-4	15	-4	-0.9	4	-3	2
O=C(NC1CCCC1)C1CCC(CNS(=O)(=O)c2ccccc2)CC1 (stereo unspecified)	-1	16	1	-16	3	/	-0.6	-1	-9	3
COc1cccc(/C=N/NC(=O)C(=O)N2CCCC2)c1	1	25	-10	-25	-1	0	-0.6	-5	10	-10
CCOC(=O)C1CCCN(C(=O)c2cn(C)c3ccc(S(=O)(=O)N4CCCC4)cc3c2=O)C1 (stereo unspecified)	-2	-9	5	9	1	6	0.3	-3	2	-11
CNc1nc(-c2cccs2)cc(C(F)(F)F)c1C#N	-3	8	-22	-8	/	-8	-0.1	-5	-21	8
Cc1c(OCC(=O)NCC2CCC(C(=O)O)CC2)ccc2c(-c3ccccc3)cc(=O)oc12 (stereo unspecified)	/	-31	0	31	/	-2	-0.8	-6	-6	6
O=C(OCc1nc2ccccc2s1)c1ccccc1O	-1	-6	12	6	?	/	-0.2	-10	10	-10
CC1CCCCC12NC(=O)N(CC(=O)Nc1ccc(S(=O)(=O)N3CCOCC3)cc1)C2=O (stereo unspecified)	2	6	-2	-6	/	2	0.8	2	-1	-2
CN1CCN(Cc2coc3c(Cl)cc(Cl)cc3c2=O)CC1	0	-1	-2	1	/	3	-0.1	-1	4	3
CCn1c(-c2cc3c(C(F)(F)F)nn(C)c3s2)n[nH]c1=S	52*	-10	2	10	-3	/	0.0	7	4	/
CCN(CC)CCNC(=O)c1cc(-c2ccco2)nc2ccccc12	23	16	-16	-16	3	-6	-1.8	-16	-133	-1
CC1CCCCN1S(=O)(=O)c1ccc(NC(=O)c2ccco2)cc1 (stereo unspecified)	0	12	-5	-12	7	-3	-4.6	-6	-8	/
Cc1cccc(C(=O)OCC(=O)Nc2c(C)n(C)n(-c3ccccc3)c2=O)c1	-4	23	-5	-23	/	-4	0.5	-7	-1	19
Cc1ccc(C)c(NC(=O)CN(C)C(=O)Cc2ccc(Cl)cc2Cl)c1	6	/	4	/	-3	3	-2.4	-11	3	-2
COc1ccc(Cl)cc1C(=O)Nc1ccc(OCC(=O)N2CCOCC2)cc1	2	-28	13	28	-1	-7	0.5	-12	10	-3
N=c1c2c(-c3ccccc3)c(-c3ccccc3)n(Cc3ccco3)c2ncn1Cc1ccccc1	2	7	-8	-7	-3	4	-2.0	4	-5	16
CC(C)CC(=O)NC(=S)Nc1ccccc1C(F)(F)F	-5	1	1	-1	9	-1	0.1	1	1	-10
O=C(Nc1ccc(Cl)cc1)c1nc[nH]c1C(=O)NCCN(CCNC(=O)c1[nH]cnc1C(=O)Nc1ccc(Cl)cc1)CCNC(=O)c1[nH]cnc1C(=O)Nc1ccc(Cl)cc1	/	12	-13	-12	-36	2	-0.3	?	4	-19
CC(=O)Nc1ccccc1C(=O)C(=O)Nc1ccc(C(=O)N2CCOCC2)cc1	-6	20	-4	-20	-5	-2	0.5	4	8	2
O=S(Cc1ccc(Br)cc1)Cc1nnc(SCc2c(Cl)cccc2Cl)n1-c1ccccc1 (stereo unspecified)	-2	-30	-6	30	-8	-5	/	-4	10	9
Cc1ccsc1/C=N/NS(=O)(=O)c1ccc([N+](=O)[O-])cc1	24	3	-2	-3	0	-3	-1.0	-10	-5	-11
CCOC(=O)c1cc(-c2ccccc2)sc1NC(=O)COC	-7	-41	-16	41	24	-2	-0.5	-3	2	-19
N#CCCN(Cc1cccnc1)S(=O)(=O)c1ccc(S(=O)(=O)N2CCCCCC2)cc1	-1	11	-1	-11	-6	-2	-2.4	-6	-5	3
CCc1cccc(NC(=O)CCNS(=O)(=O)c2cccc3nonc23)c1	-1	-13	5	13	-2	-4	0.9	9	-5	-5
COc1cccc(N2CCN(S(=O)(=O)c3ccc(-n4cnnn4)cc3)CC2)c1	-2	5	-9	-5	0	-1	-2.5	1	-3	14

Source: PubChem (Broad Institute)

This is a random part of the collection (roughly 4.3% active in at least one column).
